High-throughput results (PubChem BioAssay)
TLR9-MyD88 block – inhibitors of TLR9-MyD88 association in cells, primary screen, cell-based, CHO, BLA complementation, fluorescence; Toll-like receptor 9 (Homo sapiens) + Myeloid differentiation primary response protein …; CCF4 FRET ratio; inhibition, % at 4.98 µM; hit rate 0.21% among 340,000; AID 504734, 2011;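 active means inhibition above the mean over all tested compounds plus 3 SD, cut at about 21% in these data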;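 further: 0% = DMSO only wells and 100% = clavulanate BLA inhibitor control wells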
MC4R antagonist – MC4R antagonists of cAMP signaling, primary screen, cell-based, TR-FRET, antagonist arm of biased-ligand search. hit rate 0.48% among 360,000. inhibition, % at 6.5 µM. MC4R-expressing cells, MTII-stimulated cAMP, LANCE TR-FRET. Melanocortin receptor 4 (Homo sapiens), P32245;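 active means inhibition above its plate's cutoff, the mean of tested wells on that plate plus 3 SD, cut at about 29% in these data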;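 further: 0% = Melanotan II alone and 100% = Melanotan II plus saturating MCL0020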
Target sequence (P32245 whole entry, looked up): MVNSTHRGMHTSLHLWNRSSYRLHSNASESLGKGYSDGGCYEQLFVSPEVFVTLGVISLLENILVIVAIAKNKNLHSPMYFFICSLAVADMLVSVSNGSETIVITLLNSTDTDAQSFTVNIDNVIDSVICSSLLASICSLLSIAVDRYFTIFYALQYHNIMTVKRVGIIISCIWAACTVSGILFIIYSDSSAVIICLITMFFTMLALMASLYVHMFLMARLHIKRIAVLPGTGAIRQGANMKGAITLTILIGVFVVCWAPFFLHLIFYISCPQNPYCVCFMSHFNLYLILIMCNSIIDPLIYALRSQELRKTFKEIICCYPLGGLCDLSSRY
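Assay system: U2OS cells stably expressing human melanocortin 4 receptor (MC4R) / Dosing: 6.5 µM / Timing: compound 30 min, challenge 1 h, detection 1 h / Measured by: Eu-cAMP/anti-cAMP TR-FRET, emission 671 nm / Replicates: singlicate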
aDG glyco act – activators of alpha-DG glycosylation, primary screen, uHTS, Pro5-aDG cells, AlphaScreen. alpha-DG glycosylation AlphaScreen (IIH6); 0% Pro5, 100% B10-LARGE cell signal. activation, % at 10 µM. hit rate 0.22% among 360,000. AID 624168, 2012;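 active means activation of at least 8% versus controls, or a plate z-score of at least 8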;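 further: Pro5 are CHO cells carrying HIG-tagged alpha-DG that lacks glycosylation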
NOD2-RIPK2 inh – NOD2-RIPK2 binding disruptors in cells, primary screen, fluorescence, CHO cells, BLA complementation; CCF4 ratio; AID 624267, 2012; inhibition, % at 4.98 µM; hit rate 0.38% among 360,000; Receptor-interacting serine/threonine-protein kinase 2 (Homo sapiens), O43353; in the data active means inhibition above about 21%;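 further: 0% = vehicle only and 100% = reference blocker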
Target sequence (O43353 whole entry, looked up): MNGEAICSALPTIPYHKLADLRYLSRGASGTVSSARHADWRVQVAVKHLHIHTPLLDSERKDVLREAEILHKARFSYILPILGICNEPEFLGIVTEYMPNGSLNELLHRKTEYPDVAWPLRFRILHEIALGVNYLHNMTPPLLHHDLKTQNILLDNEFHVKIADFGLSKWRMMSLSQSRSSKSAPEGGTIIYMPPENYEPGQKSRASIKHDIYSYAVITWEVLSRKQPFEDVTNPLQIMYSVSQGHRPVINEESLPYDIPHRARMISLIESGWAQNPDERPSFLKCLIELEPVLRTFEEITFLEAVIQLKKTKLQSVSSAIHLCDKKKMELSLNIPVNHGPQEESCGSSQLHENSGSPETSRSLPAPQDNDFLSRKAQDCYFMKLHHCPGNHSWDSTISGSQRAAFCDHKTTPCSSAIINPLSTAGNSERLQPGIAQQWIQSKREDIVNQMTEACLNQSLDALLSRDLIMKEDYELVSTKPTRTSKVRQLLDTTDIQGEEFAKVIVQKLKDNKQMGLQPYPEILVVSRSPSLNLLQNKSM
MC4R barr agon – MC4R agonists recruiting beta-arrestin, primary screen, cell-based, luminescence, agonist arm of biased-ligand search. Melanocortin receptor 4 (Homo sapiens), P32245. U2OS MC4R beta-arrestin complementation; percent of melanotan II response, DMSO zero. activation, % at 8.9 µM. hit rate 0.98% among 360,000. AID 540308, 2011;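 active means activation above a per-plate cutoff, the mean activation of sample wells on that plate plus 3 SD, cut at about 8% in these data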
Exocytosis inh – LAMP-1 surface exposure blockers, TALL-104 cells – cell-based, flow cytometry, MLPCN library, primary screen. AID 651702, 2012. hit rate 0.66% among 360,000. inhibition, % at 10 µM. TALL-104 LAMP-1 surface exposure; cells stimulated with thapsigargin and PMA;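 active means inhibition above about 55%, limit read from the data; inconclusive means no clear call, values can overlap the other calls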
Vif inh – HIV Vif self-association inhibitors, primary screen, imaging, HEK293T, single point; inhibition, % at 7.49 µM; hit rate 0.35% among 340,000; HEK293T cells, Vif self-association by quenched fluorescence, 24 h; in the data active means inhibition above about 50%, passing the limit was not always enough; inconclusive means no clear call, values can overlap the other calls; inactive means below about 31%; further: some results filed as inactive read as strong as hits
ABHD5-PLIN5 inh – ABHD5-PLIN5 interaction inhibitors, primary screen, cell lysate, split luciferase complementation, luminescence | Perilipin-5 (Homo sapiens) + 1-acylglycerol-3-phosphate O-acyltransferase ABHD5 (Homo … | Split G. princeps luciferase complementation, 4 h | inhibition, % at 4 µM | hit rate 0.78% among 360,000 | AID 602281, 2012;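 active means inhibition above the mean inhibition across every tested compound plus 3 SD, cut at about 22% in these data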;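 further: 0% = DMSO only wells and the 100% control is not disclosed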
ABCB6 inh 2 – ABCB6 transporter inhibitors, primary screen, K562-ABCB6 cells, flow cytometry, MLPCN library; hit rate 0.19% among 360,000; ATP-binding cassette sub-family B member 6 (Homo sapiens), Q9NP58; fluorescence ratio to DMSO, % at 10 µM; K562-ABCB6 porphyrin accumulation, 1 h; active compounds read low;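 active means fluorescence ratio to DMSO below 75%, the collection mean minus 3 SD; inconclusive means too few cells collected in the well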;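 further: signal is porphyrin accumulated inside mitochondria; 100% equals median channel fluorescence of DMSO control wells; lower ratio means ABCB6 inhibition with less porphyrin fluorescence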
Glyco luc inh – increase of ERlucT glycosylation luciferase signal, primary screen, N-linked glycosylation inhibitor project, D54 ERlucT cells, luminescence, set 2 | D54 ERlucT glycosylation luciferase reporter, 24 h; percent of 100 nM tunicamycin response | reporter increase, % at 12.5 µM | hit rate 0.23% among 360,000;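 active means mean luciferase reporter signal, scaled so untreated is 0 and the glycosylation-blocking control 100, at or above a set limit in every replicate; inconclusive means mean reaches the limit but not every replicate does; inactive means mean below the limit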;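 further: luciferase carries N-glycosylation sites so blocking glycosylation raises the light; 0% = median of neutral control wells and 100% = median of 100 nM tunicamycin wells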
* hit, by the source's call; ? = inconclusive; / = no result given.

ABHD5-PLIN5 inh	Vif inh	aDG glyco act	TLR9-MyD88 block	Exocytosis inh	MC4R antagonist	NOD2-RIPK2 inh	Glyco luc inh	ABCB6 inh 2	MC4R barr agon	compound
-1	-4	0.2	-4	0	0	-8	0	87	1.6	O=C(c1ccc(Cl)cc1)N1CCCC(C(=O)N2CCCCC2)C1 (configuration not stated)
15	1	0.7	3	-3	-9	-2	2	91	1.5	CC(C(=O)NCC1CCCO1)c1ccc([N+](=O)[O-])cc1 (configuration not stated)
-17	22	-0.1	3	8	-3	0	5	101	0.6	COc1cccc(C(=O)Oc2cc(N)n(S(=O)(=O)c3ccc(C)cc3)n2)c1OC
2	4	0.0	7	-1	5	-3	1	97	-1.8	O=C(N/N=C/c1ccc(F)cc1)c1ccncc1
23*	1	2.1	-7	22	6	-6	15	91	2.9	O=C(CCl)Nc1cccc(S(=O)(=O)NC2=NCCCCC2)c1
3	0	0.2	-5	-2	1	6	4	101	1.7	COC(=O)c1c(NC(=O)c2ccc(Br)o2)sc(C)c1C
2	5	3.2	2	5	-3	-8	1	102	0.7	N#CC1=C2SCN(Cc3ccccc3)CN2C(=O)CC1c1ccccc1F (configuration not stated)
-3	11	0.1	-5	22	8	-13	2	101	-0.1	O=C(NCc1ccc(Cl)cc1)C(=O)NCC(c1ccco1)N1CCOCC1 (configuration not stated)
6	4	-0.1	-10	-4	8	1	2	98	-0.8	CN(C)CCN1C(=O)C(=O)/C(=C(/O)c2ccc(OCc3ccccc3)cc2)C1c1ccncc1 (configuration not stated)
0	-5	0.0	7	4	4	-9	0	101	-1.7	CCOC(=O)c1c(-c2ccc(OC)cc2)csc1NC(=O)CCN1C(=O)c2ccccc2C1=O
2	3	-0.1	5	2	-6	-7	2	105	-0.2	COc1ccccc1-n1cc(CN2CCN(C3CCCC3)C(CCO)C2)cn1 (configuration not stated)
2	-2	0.2	-6	-3	1	6	1	104	-0.9	COc1ccccc1N1CCN(C(=O)CN(CCc2ccccc2)S(C)(=O)=O)CC1
1	-13	1.4	-2	7	-7	-5	0	103	-0.1	CC1CN(C(=O)c2cc(COc3c(F)cccc3F)on2)CCN1C (configuration not stated)
-1	-4	0.1	-10	0	16	5	2	94	-0.1	C=CCn1c(SCC(=O)O)nnc1-c1ccc(C(C)(C)C)cc1
16	2	0.1	2	7	-32	4	0	98	-3.9	CN=C1C=C/C(=N/N=c2\ccn(O)cc2C)C=C1C
-9	7	0.2	5	2	5	-12	-3	88	-1.0	CCC(Sc1nc2ccccc2s1)C(=O)Nc1cc(C)on1 (configuration not stated)
-12	-6	0.1	-3	-18	2	-5	0	94	1.6	CCOC(=O)c1sc(Nc2cccc(Cl)c2)nc1C
-14	19	-0.1	-4	0	2	-9	-2	100	-3.5	Cc1sc2nc(CSCC(=O)N(C)CC(=O)Nc3ccc(F)cc3)[nH]c(=O)c2c1C
4	-1	-0.1	0	-1	2	10	2	93	-1.8	COc1ccccc1NS(=O)(=O)c1ccc(O)c(C(N)=O)c1
5	-4	0.3	-11	3	-3	-4	2	98	1.2	Cc1ccc(NC(=O)CN2C(=O)c3ccccc3C2=O)c(C)c1
2	-7	0.5	2	-4	16	-1	-3	97	3.4	Cn1c(=O)c2c(nc(SCC(=O)Nc3ccccc3N3CCCCC3)n2C)n(C)c1=O
-13	16	-0.2	/	75*	-31	-7	20	89	-1.0	CC(=O)Nc1ccc(Nc2nc(-c3c(C)nc4ccccn34)cs2)cc1
-3	2	0.3	3	0	-4	0	2	100	-1.7	CCOC(=O)c1ccc(Nc2nc(C)cc(=O)[nH]2)cc1
-15	-10	0.2	3	48	6	8	0	108	-0.3	CN1CCN(CC(=O)c2ccccc2F)CC1
-8	/	0.2	10	2	5	1	-1	100	2.0	Cc1[nH]c(=O)c(C#N)cc1-c1csc(-c2ccccc2)n1
2	-1	0.1	-14	-1	15	2	2	99	0.1	CCOc1ccccc1OCCCC(=O)Nc1cccc(-n2cnnn2)c1C
0	-19	-0.2	-1	-6	15	-6	0	103	-3.0	Cc1cc(SCc2ccc(Br)cc2)nc(=O)[nH]1
4	/	-0.2	2	0	8	2	0	106	-0.7	COc1ccc(S(=O)(=O)N=Nc2c(O)[nH]c3ccccc23)cc1
-4	-4	0.1	-2	3	3	-6	0	98	-0.6	COc1ccc(-c2cc(=O)oc3cc(OCC(=O)N[C@@H](Cc4c[nH]c5ccccc45)C(=O)O)ccc23)cc1
0	8	-0.2	-2	3	8	4	3	98	-0.8	COc1cc2c(cc1C1NC(=S)NC(C)=C1C(=O)N(C)C)CCCC2 (configuration not stated)
-4	17	0.0	6	-5	9	-11	3	97	0.0	Cc1nc2scc(-c3ccc(Cl)cc3)c2c(=O)o1
4	-5	-0.1	-6	4	0	-2	-2	98	-0.7	Cc1cn([C@H]2C[C@H](O)[C@@H](CNC(=O)[C@H](N)Cc3cscn3)O2)c(=O)[nH]c1=O
2	-12	0.4	-1	-3	7	3	-2	124	-1.7	Cc1nc(-c2ccc(NC(=O)C3CCCCC3)cc2)cs1
-4	-5	-0.2	-6	-2	-5	2	0	100	-1.4	CC(C)C(=O)Nc1cccc(NC(=O)c2cc3ccccc3o2)c1
-9	9	0.4	-1	-7	16	-9	0	94	-2.9	CN(C(=O)COC(=O)CNC(=O)C1CCCCC1)c1ccccc1
1	-11	0.3	4	-6	5	-3	0	89	-3.4	Cc1nc2sc(-c3ccccc3)cc2c(=O)n1/N=C/N(C)C
0	3	0.0	-1	-2	4	0	-2	98	-0.2	COc1ccc(CNC(=S)Nc2ccccc2C)cc1
-10	-6	0.1	14	-2	1	-3	-3	89	0.0	O=C(Nc1ccc(S(=O)(=O)NCCc2ccccc2)cc1)c1ccc(Br)o1
-4	-2	0.1	-5	-11	19	-8	0	101	0.9	O=C1C2CC=C(Cl)CC2C(=O)N1CN(Cc1ccco1)CN1C(=O)C2CC=C(Cl)CC2C1=O (configuration not stated)
0	-9	0.1	-11	9	7	3	-2	97	-2.5	COc1ccc(OC)c(CN2CCN(C(=O)c3cccc(S(=O)(=O)Nc4ccc(F)cc4)c3)CC2)c1
2	-2	0.1	-2	-3	5	7	-1	97	0.5	CN1CCCN(Cc2ccccc2Br)CC1
9	0	0.1	-11	-4	4	-3	-1	98	-1.5	CCOc1ccc(NC(=O)CN(C)C(=O)CCNC(=O)c2ccco2)cc1OCC
-7	8	-0.1	7	3	3	-1	1	/	-1.2	C/C(=C\C(=O)c1ccc(Br)cc1)NCc1ccc2c(c1)OCO2
11	-9	0.1	-1	-7	15	-7	-5	98	1.2	CN(C)c1cc(-c2ccc(Cl)c(Cl)c2)oc(=O)c1Cl
-8	-5	0.4	-3	-1	7	4	-6	91	-1.2	CCOc1ccc(NC(=O)CSc2nnc(-c3ccccc3Cl)n2Cc2ccco2)cc1
2	-2	0.0	-2	7	24	-6	2	95	0.3	CCc1nnc(NC(=O)c2ccc(-c3cc(C(F)(F)F)ccc3Cl)o2)s1
0	14	-0.1	-8	-4	1	-2	0	90	-0.9	CC1=CC(C)(C)N=C(NC#N)N1
-3	?	0.2	-4	3	3	0	3	97	-1.6	N#CC1(NC(=O)COc2ccc(C(N)=O)cc2)CCCC1
2	-7	0.1	3	11	17	-5	2	98	-1.5	Cc1ccn2c(Nc3ccc4c(c3)OCO4)c(-c3ccc(O)cc3)nc2c1
5	15	0.0	1	0	-2	3	1	101	0.6	CCN(CC)S(=O)(=O)c1cccc2cc(C(=O)O)c(O)cc12
3	-12	0.5	-14	-6	12	-4	-1	95	-2.1	COc1cc(C(=O)NC(=S)Nc2ccc(Cc3ccncc3)cc2)cc(OC)c1OC
6	5	0.0	-4	19	2	2	2	88	-3.7	CCOc1ccccc1C(=O)NCC(=O)NCC1CCCCC1
-7	6	0.6	-9	4	16	-16	-1	94	-1.1	CC(=O)c1ccc(OC(=O)CN2C(=O)c3ccccc3C2=O)cc1
1	10	1.2	-4	0	3	4	-2	101	8.7*	Oc1cccc2ccc(Nc3ccccn3)nc12
2	-4	-0.2	-3	4	2	6	-2	88	0.0	COc1ccccc1-n1c(SCC(=O)NC2CCCC2)nc2cccnc21
-5	-1	-0.2	2	-8	-6	-10	0	98	1.2	Cc1ccccc1NC(=O)COC(=O)CCc1c[nH]c2ccccc12

(next part)
ABHD5-PLIN5 inh	Vif inh	aDG glyco act	TLR9-MyD88 block	Exocytosis inh	MC4R antagonist	NOD2-RIPK2 inh	Glyco luc inh	ABCB6 inh 2	MC4R barr agon	compound
3	5	0.6	2	-4	28	-2	2	97	-1.6	CN(c1ccc(OCC(=O)OCC(=O)Nc2cccc([N+](=O)[O-])c2)cc1)S(=O)(=O)c1ccc(F)cc1
12	-1	0.0	-1	7	9	-4	0	88	-1.6	CCC1C(=O)N=C(SCC(=O)Nc2ccc(C)cc2)N(c2ccccc2)C1=O (configuration not stated)
4	-2	0.7	-11	-2	-3	-11	8	93	-0.5	O=C1CC(c2cccc([N+](=O)[O-])c2)c2cc3c(cc2N1)CCC3 (configuration not stated)
0	-1	-0.2	-8	1	1	2	1	103	-0.5	CC(C)CNC(CC(=O)Nc1cccc([N+](=O)[O-])c1)C(=O)O (configuration not stated)
0	-9	-0.2	-12	23	10	-9	-6	95	-3.6	CCOc1ncccc1C(=O)NCC(c1ccccc1)N(C)C (configuration not stated)
-11	-17	-0.1	-13	2	1	-16	1	105	1.1	Cc1cc2ccccc2n1CCNC(=O)c1ccc(S(=O)(=O)N2CCCCC2)cc1
0	-3	1.2	0	5	5	-2	2	106	-1.0	Cc1ccccc1-c1cc(C(=O)O)n(CC2CC(c3cccnc3)=NO2)n1 (configuration not stated)
-3	6	-0.4	-2	-3	3	-3	3	98	-1.7	COc1ccc(CN2CC(C(=O)N3CC(C)CC(C)C3)CC2=O)cc1 (configuration not stated)
-5	/	-0.3	-2	-1	1	-3	-1	103	1.1	COc1ccccc1CNC(=O)c1cccc(N(C)C)c1

A portion of the library, so the mix of outcomes need not match the whole.
